# Screening results as filed in PubChem BioAssay.
# MBD2 inh – inhibitors of MBD2 binding to methylated DNA, primary screen, biochemical, TR-FRET, DNA-binding domain, human; Methyl-CpG-binding domain protein 2 (Homo sapiens), Q9UBB5; MBD2 binding to methylated oligonucleotide; inhibition, % at 4.4 µM; 370,000 compounds, 0.31% hits; AID 686964, 2013; in the data active = inhibition above about 13%
# rCAG RNA binder – binders of r(CAG) RNA repeats, primary screen, biochemical, fluorescence | r(CAG) RNA repeat, TO-PRO-1 dye displacement fluorescence | inhibition, % at 3 µM | 370,000 compounds, 1.3% hits | AID 651821, 2012;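 active = inhibition above the plate cutoff, the mean of all test compounds on that plate plus 3 SD, cut at about 35% in these data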;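 note: 0% = DMSO alone and 100% = 100 µM mitoxantrone as full dye displacement; higher means more dye released from RNA so lower well fluorescence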
# PG9 binder – binders of HIV-1 gp120 antibody PG9, primary screen, biochemical, TR-FRET | HIV-1 gp120 / PG9 antibody interaction | TR-FRET gp120-PG9 antibody binding | inhibition, % at 6.7 µM | 360,000 compounds, 0.43% hits | AID 624416, 2012; in the data active = inhibition above about 8.5%
# LEDGF integ inh – blockers of LEDGF/p75-dependent integrase strand transfer – biochemical, TR-FRET, high throughput, primary screen. TR-FRET IN-LEDGF/p75 DNA integration, Eu/Cy5. AID 743269, 2014. inhibition, % at 3.7 µM. HIV-1 integrase (with human LEDGF/p75). 370,000 compounds, 0.64% hits;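 active = inhibition above the screen-wide mean plus 3 SD, cut at about 13% in these data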;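 note: signal is the Cy5 over europium emission ratio at 671 and 618 nm; 0% = plate median of compound wells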
# HTRA1 inhibitor – HTRA1 serine protease inhibitors, primary screen, biochemical, fluorescence polarization, HTS. recombinant HTRA1, FP-rhodamine activity-based probe. inhibition, % at 5.96 µM. 340,000 compounds, 0.5% hits. AID 504803, 2011; in the data active = inhibition above about 36%;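 note: 0% = enzyme with DMSO and 100% = wells lacking enzyme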
# Target sequence (Q92743 whole entry, looked up): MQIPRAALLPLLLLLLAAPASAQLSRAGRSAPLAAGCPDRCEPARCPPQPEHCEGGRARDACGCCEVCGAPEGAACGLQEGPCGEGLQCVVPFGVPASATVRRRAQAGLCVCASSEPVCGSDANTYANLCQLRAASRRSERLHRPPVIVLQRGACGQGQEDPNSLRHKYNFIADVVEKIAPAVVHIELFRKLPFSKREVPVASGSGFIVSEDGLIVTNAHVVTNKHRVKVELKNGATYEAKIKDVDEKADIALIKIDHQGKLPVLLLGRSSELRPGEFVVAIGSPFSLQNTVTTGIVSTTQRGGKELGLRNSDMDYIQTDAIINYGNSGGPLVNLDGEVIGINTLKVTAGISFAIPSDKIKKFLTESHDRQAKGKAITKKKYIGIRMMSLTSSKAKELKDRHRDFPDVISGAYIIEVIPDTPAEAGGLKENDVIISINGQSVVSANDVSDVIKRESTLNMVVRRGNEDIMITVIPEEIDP
# PRMT1 inh – PRMT1 methyltransferase inhibitors, primary screen, biochemical, fluorescence polarization | Protein arginine N-methyltransferase 1 (Homo sapiens), Q99873 | recombinant PRMT1, activity-based probe fluorescence polarization | inhibition, % at 2.79 µM | 370,000 compounds, 1.3% hits | AID 652257, 2013;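 active = inhibition above about 21% made by adding two undisclosed values, limit read from the data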
# mABHD4 FP – ABHD4 inhibitors, primary screen, biochemical, fluorescence polarization, mouse. (Lyso)-N-acylphosphatidylethanolamine lipase (Mus musculus), Q8VD66. purified mABHD4, FP-Rh probe fluorescence polarization. inhibition, % at 8.92 µM. 370,000 compounds, 0.54% hits;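 active = inhibition exceeding the mean over every tested compound plus 3 SD, cut at about 30% in these data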;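 note: 0% = plate median of compound wells and 100% = S159A mutant with DMSO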
# Target sequence (Q8VD66 whole entry, looked up): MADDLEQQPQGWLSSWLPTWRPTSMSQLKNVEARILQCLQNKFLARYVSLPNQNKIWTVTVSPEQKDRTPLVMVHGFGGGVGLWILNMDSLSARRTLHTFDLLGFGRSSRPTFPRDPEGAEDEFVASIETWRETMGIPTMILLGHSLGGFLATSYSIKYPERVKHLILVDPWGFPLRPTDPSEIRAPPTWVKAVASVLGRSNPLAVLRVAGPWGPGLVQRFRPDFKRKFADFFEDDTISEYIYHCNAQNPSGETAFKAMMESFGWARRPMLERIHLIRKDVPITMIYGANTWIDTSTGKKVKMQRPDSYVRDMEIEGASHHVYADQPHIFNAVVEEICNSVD
#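 Assay system: wild-type mouse ABHD4 protein; compound: single nominal dose of 8.92 µM, 0.89% DMSO final; schedule: 45 min + 60 min at 25 °C; measured by: FP readout, ex 525 nm / em 598 nm; evaluation: % inhibition of FP-Rh probe binding versus controls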
# UHRF1 binding – UHRF1 methylated DNA binding inhibitors, primary screen, counter-screen for MBD2 inhibitor project, biochemical, TR-FRET, human UHRF1, single concentration; inhibition, % at 4.4 µM; AID 687016, 2013; 370,000 compounds, 0.75% hits; UHRF1 binding to methylated oligo; E3 ubiquitin-protein ligase UHRF1 (Homo sapiens), Q96T88; in the data active = inhibition above about 21%;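 note: UHRF1 SRA domain binding a hemimethylated CpG hairpin DNA probe; 0% = median of test compound wells and 100% = reference inhibitor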
# TCR CD3 inh – inhibitors of human TCR-CD3 interaction, primary screen, biochemical, fluorescence, TAMRA-labeled TCR probe | T-cell receptor (TCR) | inhibition, % at 9.4 µM | 360,000 compounds, 0.37% hits | AID 651800, 2012; in the data active = inhibition above about 19%;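 note: recombinant mutant TCR 2C K166C tagged with TAMRA read by polarization; 0% = receptor in buffer alone and 100% = receptor with positive control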
# Rev-erbA mod – modulators of Rev-erb alpha DNA binding, primary screen, biochemical, FITC-DNA, fluorescence polarization, uHTS; Nuclear receptor subfamily 1 group D member 1 (Homo sapiens), P20393; Rev-erbα–FITC-DNA binding, 90 min; activity, % at 10 µM; 370,000 compounds, 0.79% hits;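 active = activity above about 14%, limit read from the data; passing the limit was not always enough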;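 note: 0% = DMSO wells with 35 nM protein and 100% = DMSO wells with 750 nM protein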
# An asterisk follows results filed as active; · = not tested or not shown. The list is partial; rates above refer to the full screens.
SMILES,MBD2 inh,rCAG RNA binder,PG9 binder,LEDGF integ inh,HTRA1 inhibitor,PRMT1 inh,mABHD4 FP,UHRF1 binding,TCR CD3 inh,Rev-erbA mod
C=CCN1C(=O)CN=C1NCc1ccccc1,0,-2,-1.1,-1,9,-3,1,0,5,1
O=C1CCCN1CCc1cccc2ccccc12,-6,0,0.0,3,5,-1,8,-1,-2,1
COc1ccc(CCC(=O)NCCS(=O)(=O)N2CCN(c3ccccc3OC)CC2)cc1,4,-2,-1.8,-4,-2,5,-2,4,-5,-2
COc1ccc(CNC(=O)C(c2ccco2)N(Cc2cccs2)C(=O)Cc2cccs2)cc1 (stereo not given),3,1,-0.5,0,4,1,-5,6,-2,0
CCN(C(=O)COC(=O)CNC(=O)c1ccccc1C)C1=CCCCC1,2,-3,0.6,-4,0,4,0,1,-5,-6
CCN(CC)c1ccc(C(=O)n2cnc3ccccc32)cc1,-2,2,0.5,-3,-18,-1,1,3,-9,-1
Cc1cc(C)nc(SCc2cc(=O)c(OC(=O)c3ccc(Br)o3)co2)n1,1,-4,-1.0,5,0,0,11,1,2,9
COc1ccc(S(=O)(=O)N2CCN(CC(=O)Nc3c(C)n[nH]c3C)CC2)cc1OC,-10,5,0.9,1,-1,-1,17,2,3,6
Cc1ccc(NC2CCCN(C(=O)Cc3nonc3C)C2)cc1C (stereo not given),-4,1,1.1,-1,-8,6,-4,0,-7,-6
CCOC(=O)Cn1cc(Cl)cc(C(=O)Nc2ccccc2)c1=O,-5,5,-0.7,4,-4,-2,1,-3,-2,0
CC(C)CC(C(=O)NC1CCCC1)N(Cc1cccs1)C(=O)c1snc(C(N)=O)c1N (stereo not given),-1,-7,1.1,-2,-8,0,-4,-2,1,-2
Nc1ccc(S(=O)(=O)Nc2nc3ccccc3o2)cc1,0,3,-3.3,5,6,3,8,-1,5,-4
Cc1nc(N)sc1-c1csc(Nc2ccc(S(N)(=O)=O)cc2)n1,-3,13,-9.1,2,14,3,-1,-9,-16,-1
C=CCN1CCN(C(c2ccc(OC)c(OC)c2)c2nnnn2C(C)(C)C)CC1 (stereo not given),5,-6,0.8,1,-3,0,-2,0,7,-1
CC(=O)c1cccc(N/C=C\C(=O)c2ccc(C)cc2)c1,0,0,-2.0,3,-15,0,1,-1,8,-3
CCn1c(SCC(=O)c2[nH]c(C)c(C(C)=O)c2C)nnc1-c1ccncc1,-4,0,0.0,1,5,0,-6,-6,2,-6
O=C(NCc1cccs1)c1cnc2sccn2c1=O,6,1,0.4,-1,-1,-4,-28,0,6,2
Cc1ccccc1OCCOCCN1CCCCCC1,4,1,0.6,-1,13,1,12,6,-5,0
CCOc1ccc(-c2ccc(SCc3ccccn3)nn2)cc1,0,-2,1.0,3,0,2,-3,-3,0,5
O=C(O)C1=C[C@H](c2cccs2)C[C@H](OCCCCO)O1,0,4,-0.5,0,0,0,11,0,2,-6
OCCN1CCN(CCCN2c3ccccc3CCc3ccccc32)CC1,-2,-1,-0.6,2,8,-6,-7,1,10,-6
CC(C)CN1C(=O)C(=O)N(CC(=O)c2ccc3c(c2)OCO3)C1=O,0,-7,0.6,-4,0,9,-4,2,-6,-1
COc1ccc(-n2c(Cc3cccn3C)nnc2SCC(=O)Nc2cc(C)cc(C)c2)cc1,-1,0,1.8,0,-14,5,-2,1,3,-6
Fc1ccc(-c2nnc(CN3CCN(c4ncc(C(F)(F)F)cc4Cl)CC3)o2)cc1,1,-1,-1.1,-2,-1,2,0,1,-2,0
COc1ccc(C)cc1NS(=O)(=O)c1ccc2c(c1)NC(=O)C(C)S2 (stereo not given),0,4,-2.3,-1,-6,0,14,-3,2,-5
O=c1c2ccccc2nc(SCc2ccccc2)n1CC1CCCO1 (stereo not given),-5,-5,-0.7,4,-16,-3,-6,1,-2,5
Cc1ccc(Oc2nc3ccccc3n3c(C)nnc23)c(C)c1,-1,-3,2.0,0,4,-2,0,1,4,4
CN(c1ccccc1)S(=O)(=O)c1cccc(NC(=O)CN2C(=O)NC3(CCCCC3)C2=O)c1,4,4,0.1,-5,-8,1,2,0,-9,-2
O=C(NCCCCCCNC(=O)N1CCCCCC1)N1CCCCCC1,-3,-5,-0.3,1,0,0,-1,-1,0,1
CC(C)Cc1nn2c(=O)cc(COc3ccc(NC(=O)c4ccco4)cc3)nc2s1,3,0,-1.5,-1,3,2,-1,1,-10,-6
COc1ccc(NC(=O)c2cccc(-n3c(C)ccc3C)c2)c(OC)c1,-5,12,0.9,1,-3,-5,1,-1,6,2
CCCCCCCCN1C(=O)[C@@H](CC(=O)NCc2cccc3ccccc23)C[C@@]2(C(=O)OC)C1=C[C@H](C(C)(C)C)O[C@@H]2C,-1,0,0.3,-3,·,7,4,3,-5,-6
Cc1sc2nc(COC(=O)c3ccc(N4CCCC(C)C4)c([N+](=O)[O-])c3)[nH]c(=O)c2c1C (stereo not given),1,9,-3.6,0,-3,-2,0,0,-2,-4
O=C(COC(=O)c1ccc2ccccc2c1O)NCc1ccccc1,-4,6,7.2,-4,-2,2,-2,-3,5,9
O=C(NC(=S)Nc1ccccc1N1CCCC1)c1ccco1,-2,0,-1.5,3,·,10,12,-7,5,3
CC(C)=NNc1ncnc2nc[nH]c12,-4,4,-3.0,-3,1,-3,10,-3,3,3
O=C(COc1ncnc2cc([N+](=O)[O-])ccc12)N(CCc1ccccc1)Cc1ccccc1,3,6,16*,-1,-1,-4,4,2,-4,1
O=C(c1ccc2c(Cl)c3c(nc2c1)CCCC3)N1CCC(N2CCCCC2)CC1,3,0,-0.6,0,-1,-5,2,-3,1,-3
O=C(N/N=C/C=N/NC(=O)c1ccco1)c1ccco1,7,-1,-3.8,-1,6,2,5,-3,-3,-8
Cn1c(N)c(C(=O)COC(=O)c2ccccc2C(=O)c2ccccc2)c(=O)n(C)c1=O,-5,2,-1.1,4,2,-2,-2,-2,5,-7

# Molecules shown so far containing a nitro group on carbon (2):
SMILES,MBD2 inh,rCAG RNA binder,PG9 binder,LEDGF integ inh,HTRA1 inhibitor,PRMT1 inh,mABHD4 FP,UHRF1 binding,TCR CD3 inh,Rev-erbA mod
Cc1sc2nc(COC(=O)c3ccc(N4CCCC(C)C4)c([N+](=O)[O-])c3)[nH]c(=O)c2c1C (stereo not given),1,9,-3.6,0,-3,-2,0,0,-2,-4
O=C(COc1ncnc2cc([N+](=O)[O-])ccc12)N(CCc1ccccc1)Cc1ccccc1,3,6,16*,-1,-1,-4,4,2,-4,1

# Carrying on.
SMILES,MBD2 inh,rCAG RNA binder,PG9 binder,LEDGF integ inh,HTRA1 inhibitor,PRMT1 inh,mABHD4 FP,UHRF1 binding,TCR CD3 inh,Rev-erbA mod
Cn1c(SCc2cccc(F)c2)nnc1-c1ccccn1,0,-1,-0.5,1,3,-4,-1,0,1,1
CCOC(=O)c1sc2nc(C)nc(N3CCN(S(=O)(=O)c4ccccc4)CC3)c2c1C,3,3,-0.9,0,-7,0,-4,0,0,7
Cc1ccccc1CSCCNC(=O)c1ccccc1,1,-3,-0.2,-2,-6,1,-1,1,-3,1
COc1ccc(CCNC(=O)c2cccc(C(=O)NCCc3ccc(OC)cc3)n2)cc1,-2,-8,-1.4,1,-7,0,-14,0,5,-1
Cc1ccc(S(=O)(=O)NCC2CCC(C(=O)NCCCN3CCCC3=O)CC2)cc1 (stereo not given),2,-8,0.1,-1,0,0,5,0,-3,-2
CC1(CCc2ccccc2)NC(=O)N(Cc2nnc(-c3ccccc3Br)o2)C1=O (stereo not given),0,2,-2.3,2,-18,-2,-1,-1,4,0
CCOC(=O)C1CCN(C(=O)C(CCSC)NC(=O)COc2ccccc2)CC1 (stereo not given),5,-10,-0.7,-1,6,2,-1,0,1,-2
Cc1cc(C)cc(OCC(=O)Nc2ccccc2C(=O)N2CCOCC2)c1,2,-3,1.2,3,3,-2,-6,-2,0,-3
CCOC(=O)c1ccc(NS(=O)(=O)CC)cc1,-4,-2,0.4,-1,5,0,1,0,6,-1
Cc1ccc(CS(=O)(=O)CCC(=O)NCCCN2CCCC2)cc1,1,-3,0.7,-3,1,0,3,4,3,-4
CCOC(=O)c1c(N)sc(C(=O)N(CC)CC)c1C,-1,-5,0.2,-2,3,1,9,0,1,0
CCc1ccc(NC(=O)N2CCN(c3ccc(F)cc3)CC2)cc1,-3,-6,-1.0,0,-3,5,0,1,-4,2
Nc1n[nH]c2cc(=O)n(-c3cccc(C(F)(F)F)c3)nc12,-6,4,-5.3,1,17,9,8,-2,-9,7
CCNC(=O)C1CCCN(C(=O)c2ccc(F)c(Cl)c2)CC1 (stereo not given),1,1,0.8,-3,·,-3,6,1,1,2
CCOCCCNC(=O)C1CCN(Cc2ccc(OCc3ccccc3)c(OC)c2)CC1,5,-11,0.3,2,8,1,7,3,-5,-3
CCCCNC(=O)COC(=O)c1ccc(NS(=O)(=O)c2ccc3c(c2)OCCO3)cc1,2,8,0.8,-3,-3,-1,2,0,1,-4
O=c1c2ccccc2cnn1-c1ccc2ccccc2c1,3,5,-1.6,1,-14,3,4,0,6,0
Nc1ccn([C@@H]2O[C@H](C(=O)N[C@H](Cc3ccccc3)C(=O)NCC(=O)N3CCOCC3)[C@@H](O)[C@H]2O)c(=O)n1,1,3,-1.0,6,·,-4,2,2,0,-1
CC(C)CC1C(=O)N(Cc2cn(CCC3OCCCO3)nn2)CCS(=O)(=O)N1Cc1ccc(-c2ccc(Cl)c(Cl)c2)cc1 (stereo not given),1,17,-1.9,-2,-59,0,-21,0,0,2
Nc1nc(Nc2ccccc2)nc2ccccc12,2,0,0.7,-3,9,1,2,2,1,2
CNc1c([N+](=O)[O-])cnn1-c1cccc(Cl)n1,-1,-4,-3.5,0,-3,1,-3,-2,3,9
Cc1ccc(/C=N\NC(=O)Cc2cccn2C)o1,0,5,-0.8,5,·,1,7,-2,-1,6
COC(=O)N1C(=O)[C@](c2ccc(OC)cc2)(C(C)C)N1C(=O)OC,-9,-5,2.5,0,-12,-2,-5,0,2,-2
COc1ccccc1C(CCNCc1ccccc1)c1ccc(OC(C)C)cc1 (stereo not given),3,5,1.0,-3,-9,-4,10,1,3,8
OCC1(CCOc2ccccc2)CCN(CCCn2cccn2)CC1,13*,-4,0.2,-4,0,5,-1,19,-1,0
COc1ccc(N(C)C(=O)c2cn(C)c(=O)c3cc(OC)c(OC)cc23)cc1,5,-6,-0.6,-3,-4,0,4,-1,6,-3
Fc1ccc(CNc2nc3ccccc3n3nnnc23)cc1,-5,2,-0.1,4,-3,2,7,-1,7,41*
